C2C12 statin = suppressors of statin myotoxicity in C2C12 myotubes, primary screen, cell-based, single point, plate reader | rescue of ATP level, % at 7.49 µM | C2C12 myotubes + simvastatin, ATP luminescence, 48 h; scaled: DMSO 0, geranylgeraniol control 100 | 330,000 tested, 0.78% active;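 active = mean ATP rescue above about 67%, or every replicate alone reaching that limit, limit read from the data, passing the limit was not always enough; inconclusive = no clear call, values can overlap the other calls; inactive = mean under the limit and some replicate under it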;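 note: myotubes were challenged with 10 µM simvastatin during compound exposure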
INS-1E GSIS act = GLuc luminescence reporter in INS-1E cells, primary screen for activators of glucose-dependent secretion of insulin. INS-1E GLuc reporter insulin secretion, 2-3 h. AID 743287, 2014. activation, % at 16.6 µM. 370,000 tested, 0.61% active;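 active = lowest replicate activation of at least 40%, so every replicate reaches that level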;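 note: 0% = median of neutral control wells and 100% = median of IBMX positive control wells; some compounds called inactive have numbers as strong as hits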
ARNT TACC3 PPI = disruptors of ARNT/TACC3 protein interaction, primary screen, biochemical, AlphaScreen, single concentration | 390,000 tested, 0.66% active | AID 623870, 2012 | inhibition, % at 9.99 µM | Transforming acidic coiled-coil-containing protein 3 (Homo sapiens), Q9Y6A5 | AlphaScreen His-ARNT PAS-B/GST-TACC3 binding, luminescence; TACC3 fragment carries E629A point mutation;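 active = mean inhibition of replicates at least 50% and at least half of replicates each reaching 50%; inconclusive = half or more replicates reach 50% but mean below 50%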;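 note: 0% = complete ARNT plus TACC3 wells and 100% = ARNT alone without TACC3; many hits fall short of the cut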
LGR2 antag = inhibitors of bursicon-induced LGR2 CRE-luciferase signal, primary screen, cell-based, HEK293, CRE-luciferase reporter, bursicon stimulation | Drosophila bursicon receptor LGR2 (rickets) | bursicon-stimulated, 4 h | inhibition, % at 9.99 µM | 380,000 tested, 0.35% active | AID 720647, 2013;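 active = drop in luminescence signal, shown as inhibition above about 50% in the replicate tests, limit read from the data, passing the limit was not always enough; inconclusive = probably only some replicates passing the limit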;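 note: agonist challenge used bursicon conditioned medium at about half maximal strength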
Cneo AK release = Cryptococcus neoformans cell lysis inducers, primary screen, AK release luminescence, single concentration | C. neoformans lysis, adenylate kinase release luminescence, 4 h; normalised: neutral wells 0, clomiphene wells 100 | lysis activity, % at 15 µM | 360,000 tested, 0.2% active | AID 651654, 2012;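 active = mean lysis activity across replicates of at least 80%, whatever share of replicates individually reach that level; inactive = mean lysis activity below 80%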
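Test system: log-phase Cryptococcus neoformans yeast cells; Quantity: yeast cell density of 5 × 10^6 cells/mL; Buffer or medium: YPD; Doses: single compound concentration per well; Timing: 4 h at 37 °C static, read 1 h later; Measured by: AK luminescence; Read-out basis: lysis from increased AK signal; Control set: Clomiphene as positive control.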
PGC1a acetyl inh = inhibitors of PGC1a acetylation signal, primary screen, cell-based, U2OS, AlphaScreen, inhibitor mode; AlphaScreen anti-acetyl-lysine; with virally co-expressed GCN5 acetyltransferase; inhibition, % at 15.6 µM; 350,000 tested, 0.17% active;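 active = every replicate shows inhibition of at least 40%; inconclusive = mean inhibition at least 40% but some replicate below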;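 note: 0% = neutral control wells and 100% = positive control wells; some results beyond the cut were filed as inactive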
PAX8 inh HTS = inhibitors of PAX8-driven TPO luciferase reporter, primary screen, RMG-I cells, single concentration | 360,000 tested, 1.2% active | SteadyGlo, 24 h | inhibition, % at 12.6 µM;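 active = mean replicate inhibition at least 60% with every replicate also reaching 60%; inconclusive = only one of the two criteria is met; inactive = mean below 60% and not all replicates reaching 60%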;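 note: luciferase light reporting Pax8 driven TPO promoter activity; plate controls were median of neutral control wells for no effect and mitoxantrone controls for full effect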
PglD inh = C. jejuni PglD acetyltransferase inhibitors, primary screen, biochemical, DTNB colorimetric, single point. UDP-N-acetylbacillosamine N-acetyltransferase PglD (Campylobacter jejuni). 360,000 tested, 0.098% active. purified PglD enzyme, DTNB colorimetric CoA detection. inhibition, % at 12.5 µM; in the data active = inhibition above about 16%, passing the limit was not always enough; inconclusive = no clear call, values can overlap the other calls; note: strong numbers were not always called active
* = called active by the depositor; ? = inconclusive; / = no result given.

SMILES | C2C12 statin | INS-1E GSIS act | ARNT TACC3 PPI | LGR2 antag | Cneo AK release | PGC1a acetyl inh | PAX8 inh HTS | PglD inh
Cc1cccc(NS(=O)(=O)c2cccc(C(=O)Nc3cccc(C(=O)O)c3)c2)c1 | -3 | -2 | 9 | -4 | -3 | -5 | -21 | -2
CCOc1ccc(NC(=O)CN(c2ccc(OCC)cc2)S(=O)(=O)c2c(C)[nH]c(=O)[nH]c2=O)cc1 | / | 2 | 22 | 10 | / | -5 | -12 | /
CCOC(=O)c1nc2c(=O)n(C)c(=O)n(C)c2n(C)c1=O | / | -7 | 3 | -5 | / | -5 | -4 | /
O=C(COc1ccccc1F)Nc1ccc2[nH]c(=O)[nH]c2c1 | 2 | 22 | 2 | 8 | -3 | / | -5 | 3
COc1cccc(/C=N/NC(=S)NCc2ccco2)c1OC | / | -8 | -6 | 0 | / | / | -26 | /
CC(C)=C(NC(=O)c1ccccc1)C(=O)N/N=C(\C)c1ccccc1O | / | -14 | -6 | -21 | -2 | 0 | 5 | -5
CCC(=O)N1[C@@H]2Cn3c(ccc(C4=CCCC4)c3=O)[C@H]1[C@@H](C(=O)NCC1CCCCC1)[C@@H]2CO | 10 | -3 | 2 | -17 | -12 | / | 5 | -3
O=C(/C=C/c1ccccc1)NCc1ccco1 | -1 | -5 | -3 | -39 | 0 | -9 | -21 | 9
Cc1ccsc1CNS(=O)(=O)c1ccc(F)cc1 | -9 | 9 | -10 | 8 | 1 | / | 4 | 2
CC(C)CCN1CCC(CN2C(=O)C(=O)NC[C@@H]2CC(C)C)CC1 | -4 | -6 | / | 8 | 1 | -5 | -23 | 0
C=CCN1Cc2ccccc2[C@@H]2OC(c3ccc(OCCCO)cc3)=N[C@]2(Cc2ccccc2)C1=O | / | / | -5 | / | 0 | 0 | -2 | -1
O=C(O)c1ccc(N/N=C/c2ccnc3ccccc23)cc1 | / | 11 | -1 | -21 | 0 | 9 | -120 | -12
COC(=O)C1C(c2ccccc2)C(C(=O)O)C1c1ccccc1 (stereo not drawn) | 0 | 6 | 6 | -27 | 4 | -9 | 3 | -3
CCOc1ccc(CCNC(=O)c2ccc(=O)[nH]c2)cc1OCC | / | 33 | 8 | 1 | 1 | -5 | 16 | 2
C[C@H](CO)N1C[C@H](C)[C@@H](CN(C)C(=O)NC2CCCCC2)Oc2ccc(NC(=O)Cc3cn(C)c4ccccc34)cc2CC1=O | 2 | -6 | 7 | 0 | -2 | -6 | 19 | 0
O=C(NN1C(=O)c2cc(Br)ccc2NC1c1cc(Br)cc(Br)c1O)c1ccncc1 (stereo not drawn) | / | -10 | 2 | 8 | / | / | -23 | /
Cc1ccc(-n2c(=O)c(C#N)cc3c(=O)n4ccccc4nc32)cc1C | 11 | / | -19 | / | 8 | -1 | / | -3
Cc1ccc(-c2cc(C(=O)N3CCCC(C(F)(F)F)C3)c3ccccc3n2)o1 (stereo not drawn) | -8 | -12 | -5 | -17 | -2 | / | -29 | -2
O=C(CCn1nc(-c2ccc(Cl)cc2)ccc1=O)N1CCN(c2ccccc2)CC1 | 24 | -15 | 1 | -3 | 1 | 4 | -9 | 5
CN(C)S(=O)(=O)c1ccc(N2CCCC2)c(C(=O)Nc2ccccc2N2CCOCC2)c1 | 8 | / | -3 | / | 3 | -3 | -2 | 5
Cc1ccc(SCc2c(C(=O)N/N=C/c3ccc(C)o3)nnn2-c2nonc2N)cc1 | -20 | -7 | / | -7 | -2 | -8 | 8 | -3
CCN(Cc1ccc(N(C)C)cc1)C(C)C(=O)Nc1ccc(S(=O)(=O)N2CCCC2)cc1 (stereo not drawn) | 2 | -6 | / | -21 | 0 | 1 | 2 | 4
CN(Cc1ccco1)S(=O)(=O)c1nnc(NC(=O)c2ccccc2)s1 | -8 | / | 0 | / | 2 | 3 | / | -3
N#CCCn1cc(/C=N/NC(N)=S)c(-c2ccc(Br)cc2)n1 | / | 75 | -2 | -13 | / | -1 | 0 | /
CCc1ccc(OCc2nnc(SCCN3CCOCC3)n2CC)cc1 | -7 | / | -8 | / | 0 | -30 | 9 | -2
COc1ccc(C(C)(O)c2nc(-c3ccncc3)cs2)cc1 (stereo not drawn) | 6 | 6 | / | 8 | 0 | -44 | 29 | -2
CC(c1nccs1)N(C)c1nc2nonc2nc1N(C)C (stereo not drawn) | 0 | 10 | -4 | 19 | / | -5 | 2 | /
CC(=O)Nc1ccc(C(=O)OC2CCOC2=O)cc1 (stereo not drawn) | 9 | / | -11 | / | -1 | ? | -17 | -2
O=C(CNC(=O)c1cccs1)N/N=C/c1ccc(Cl)cc1 | 1 | -7 | 1 | 0 | 2 | -9 | -24 | 6
Cc1ccc(S(=O)(=O)CCC(=O)N2CCN(c3ccc(Cl)cc3)CC2)cc1 | 34 | -18 | 7 | 3 | 0 | -6 | / | -3

Copied from the list.
For ARNT TACC3 PPI, CC(=O)Nc1ccc(C(=O)OC2CCOC2=O)cc1 (stereo not drawn) is entered as -11
For Cneo AK release, CCN(Cc1ccc(N(C)C)cc1)C(C)C(=O)Nc1ccc(S(=O)(=O)N2CCCC2)cc1 (stereo not drawn) is entered as 0
For C2C12 statin, CCc1ccc(OCc2nnc(SCCN3CCOCC3)n2CC)cc1 is entered as -7

Other results
SMILES | C2C12 statin | INS-1E GSIS act | ARNT TACC3 PPI | LGR2 antag | Cneo AK release | PGC1a acetyl inh | PAX8 inh HTS | PglD inh
Cc1noc(C)c1NC(=O)Nc1ccc2c(c1)C(=O)N([C@@H](C)CO)C[C@H](C)[C@@H](CN(C)Cc1ccc(C(F)(F)F)cc1)OCCCC[C@H](C)O2 | / | -7 | -6 | -6 | 2 | 27 | -14 | 4
O=C(C[C@@H]1C[C@H]2c3cc(NC(=O)Nc4ccccc4)ccc3O[C@H]2[C@H](CO)O1)NCCN1CCCCC1 | -3 | 7 | 2 | 21 | 5 | -4 | -19 | 0
Cc1cc(S(=O)(=O)N2CCOCC2)ccc1F | 7 | / | -5 | / | -1 | -7 | 9 | -4
Cc1[nH]nc(C(=O)NN=Cc2ccccc2Cl)c1N=NN(C)C | / | 12 | -2 | 1 | / | 4 | -71 | /
CC(C)(C)c1cc(Br)ccc1OCC(=O)Nc1ncn[nH]1 | 13 | -20 | 2 | 4 | -3 | -11 | / | -4
Cc1ccc(SCC(=O)OC(C)C(=O)NCc2ccccc2)cc1 (stereo not drawn) | 3 | -1 | -6 | 0 | 1 | / | 1 | -4
Cc1ccc(-c2nnc(-c3ccc4ccccc4c3)o2)cc1 | 5 | / | -8 | -106 | / | / | -18 | /
O=C(CSc1nc(=O)n2ccccc2n1)NCc1ccc2c(c1)OCO2 | / | 5 | -1 | -12 | / | / | -7 | /
COc1ccc(C(C)=O)cc1COC(=O)CCNS(=O)(=O)c1ccc(C(C)=O)cc1 | / | 16 | -1 | -13 | 1 | 6 | -15 | -4
COc1ccc(/C=C(/NC(=O)c2ccco2)C(=O)NCc2ccco2)cc1OC | 19 | 14 | 8 | 12 | -2 | -2 | 0 | 0
O=C(CCN=C1NS(=O)(=O)c2ccccc21)Nc1ccc(F)cc1Cl | -8 | 14 | -34 | 1 | -1 | -1 | -1 | /
CC(=O)Oc1cc2c(C(C)=O)coc2c2ccccc12 | 21 | / | 12 | / | -2 | -1 | -5 | -2
COc1ccc(-c2nnc(SCC(=O)NCCc3ccc(S(N)(=O)=O)cc3)o2)cc1OC | 1 | 10 | -8 | 9 | 0 | 13 | 9 | -1
COc1ccc(NC(=O)/C(=C\c2ccc3c(c2)OCO3)NC(C)=O)cc1 | / | -8 | -6 | 2 | -2 | / | -49 | -2
CSc1nccc(Oc2ccccc2Cl)n1 | / | 16 | / | -30 | -1 | 4 | -36 | -1
CCN1C[C@@H](C)[C@H](OC)CN(C)C(=O)c2ccc(NC(=O)c3ccno3)cc2OC[C@H]1C | -15 | 2 | 0 | 4 | 15 | 1 | / | -2
NC(=O)c1cccc(-c2cnc3c(Nc4cccc(OC(F)(F)C(F)F)c4)nccn23)c1 | -14 | / | / | 8 | -1 | / | -24 | 2
Cc1ccc(N2C(=O)c3ccccc3C2Nc2ccc(S(=O)(=O)N3CCCCC3)cc2)nc1 (stereo not drawn) | 17 | / | -5 | -23 | -1 | / | -28 | 5
O=C(CSc1n[nH]c(-c2ccncc2)n1)NC1CCS(=O)(=O)C1 (stereo not drawn) | 4 | / | -3 | / | 0 | 8 | 7 | 0
Cn1nc(C(=O)N2CCCCC2)c2c1-c1ccccc1S(=O)(=O)C2 | 6 | 5 | / | 2 | -1 | 48* | -6 | 0
CCN1/C(=C/C=C2/SC(=Nc3cccc4ncccc34)N(C)C2=O)Sc2ccccc21 | 6 | 12 | -3 | -3 | -1 | / | -14 | -3
COc1ccc(CC(=O)N/N=C(\C)CC(=O)NCc2ccco2)cc1OC | 10 | -1 | 1 | 6 | / | / | 0 | /
O=[N+]([O-])c1cc(/C=N/O)ccc1SCc1ccccc1 | 2 | / | -12 | / | 0 | / | 10 | 5
O=C(NC12CC3CC(CC(C3)C1)C2)c1cc([N+](=O)[O-])ccc1Cl | -8 | 2 | -5 | 8 | -3 | -2 | 26 | -8
COc1ccc(C(=O)C(Cc2cc(C(C)=O)ccc2OC)N2CCCC2)cc1 (stereo not drawn) | / | -3 | -1 | -1 | / | / | 17 | /
COc1ccc(S(=O)(=O)N(C)C[C@H]2Oc3c(NS(=O)(=O)c4ccc(Cl)cc4)cccc3C(=O)N([C@H](C)CO)C[C@@H]2C)cc1 | -14 | -1 | 2 | 3 | 3 | 3 | -2 | 1
Cc1ccc(CSc2nc3nc(C)cc(C)n3n2)cc1 | 8 | 15 | 3 | -21 | 0 | / | -19 | -13
CC(=O)N1CCC2(CC1)CC(=O)c1cc(OCC(=O)NCc3ccco3)ccc1O2 | -6 | 36 | 3 | -19 | 7 | 15 | / | /
Cc1cc(C)n2nc(SC(C)C(=O)N3CC(C)OC(C)C3)nc2n1 (stereo not drawn) | 9 | / | -17 | / | 0 | 16 | 3 | -3
CCN(CC)C(=O)C1=C(C)N(CCCOC)C(=O)C(CC(=O)NCCN2CCOCC2)C1 (stereo not drawn) | 16 | 21 | / | 10 | 4 | 2 | -5 | -5
Cc1ccc(C(C)C)c(OCc2ccc(C(=O)N/N=C/c3ccc(O)c(O)c3)cc2)c1 | / | -8 | -3 | -70 | 4 | / | -2 | -2
CC(=O)Nc1ccc(S(=O)(=O)NCCc2ccccn2)cc1 | / | 11 | -3 | -5 | / | -1 | 9 | /
CCN(c1cccc(C)c1)S(=O)(=O)c1ccc2c(c1)oc(=O)n2C | 0 | -13 | -8 | 0 | 1 | -14 | 15 | 6
COc1ccc(NC(=O)N2C[C@H](O)COC[C@@H]3O[C@H](CC(=O)N4CCOCC4)CC[C@H]32)cc1 | 10 | 3 | -14 | 0 | 1 | 5 | -6 | 1

Screening results: PubChem BioAssay, Broad Institute
